Screening data deposited in PubChem BioAssay by The Scripps Research Institute Molecular Screening Center.
GSTO1 inh: counter-screen for RBBP9 inhibitors: inhibitors of human GSTO1; P78417; AID 1974; inhibition, % at 5.96 µM; recombinant GSTO1, activity-based probe fluorescence polarization; 300,000 tested, 1.1% active;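 active = inhibition above the campaign mean inhibition plus 3 SD, cut at about 35% in these data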;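 note: 0% = GSTO1-1 with DMSO and 100% = wells lacking GSTO1-1 enzyme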
LYPLA1 counter: LYPLA1 (human) inhibition in PME1 counter-screen; inhibition, % at 5.9 µM; recombinant LYPLA1, FP-Rh probe fluorescence polarization; O75608; 320,000 tested, 0.16% active;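 active = inhibition above the mean of all tested compounds plus 3 SD, set per campaign, cut at about 14% in these data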;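 note: inhibitors block serine hydrolase probe labeling of LYPLA1 so polarization falls; 0% = enzyme with DMSO and 100% = wells lacking LYPLA1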
PME-1 inh: blocks human protein phosphatase methylesterase 1 | AID 2130 | inhibition, % at 5.9 µM | Q9Y570 | recombinant PME-1, FP-Rh probe fluorescence polarization | 320,000 tested, 0.53% active;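 active = inhibition above the campaign mean of all compounds plus 3 SD, cut at about 26% in these data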;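 note: competitive labeling of PME-1 active site by serine hydrolase directed probe; 0% = PME-1 with DMSO and 100% = wells lacking PME-1 enzyme; inhibitors block probe labeling so polarization falls and inhibition rises; many of its hits are not listed in these tables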
Target sequence (Q9Y570 whole entry, looked up): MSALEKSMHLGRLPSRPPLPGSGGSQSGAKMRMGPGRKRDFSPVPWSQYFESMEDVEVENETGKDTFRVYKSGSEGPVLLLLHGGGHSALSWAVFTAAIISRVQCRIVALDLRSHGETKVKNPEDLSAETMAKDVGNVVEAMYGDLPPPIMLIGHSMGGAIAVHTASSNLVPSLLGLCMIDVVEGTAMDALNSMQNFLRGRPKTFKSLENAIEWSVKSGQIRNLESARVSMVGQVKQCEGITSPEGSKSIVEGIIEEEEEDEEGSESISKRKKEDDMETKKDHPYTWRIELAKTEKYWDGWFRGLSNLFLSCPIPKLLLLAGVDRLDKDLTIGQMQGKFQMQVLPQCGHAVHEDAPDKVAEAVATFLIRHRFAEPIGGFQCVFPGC
LYPLA2 counter: blocks human lysophospholipase 2, a PME1 counter-screen | AID 2177 | inhibition, % at 5.9 µM | recombinant LYPLA2, FP-Rh probe fluorescence polarization | 320,000 tested, 0.38% active;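 active = inhibition above the screen-wide mean plus 3 SD, limit set per campaign, cut at about 26% in these data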;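 note: 0% = LYPLA2 with DMSO and 100% = wells lacking LYPLA2 enzyme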
pPAFAH FP inh: pPAFAH (human) enzyme inhibition. Q13093. recombinant pPAFAH, FP-rhodamine probe fluorescence polarization. inhibition, % at 3.39 µM. 330,000 tested, 1.5% active. AID 463082;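 active = inhibition above the mean inhibition across the screen plus 3 SD, cut at about 25% in these data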;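 note: inhibitors block binding of the rhodamine activity-based probe so polarization drops; 0% = enzyme with DMSO and 100% = wells lacking pPAFAH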
PAD4 FP inh: PAD4 (human) enzyme inhibition | recombinant PAD4, RCA probe fluorescence polarization | inhibition, % at 6.36 µM | 330,000 tested, 0.41% active | AID 485272;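 active = percent inhibition above a cutoff equal to the mean of all tested compounds plus 3 SD, cut at about 15% in these data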;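 note: 0% = PAD4 with RCA probe and DMSO and 100% = probe without PAD4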
PAFAH1B2 inh: inhibitors of human PAFAH1B2 | P68402 | recombinant PAFAH1B2, FP-rhodamine activity probe, fluorescence polarization | inhibition, % at 3.39 µM | 340,000 tested, 1.2% active | AID 492953;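 active = inhibition above the mean of all tested compounds plus 3 SD, cut at about 24% in these data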;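 note: 0% = enzyme with DMSO and 100% = wells lacking PAFAH1B2; many of its hits are not listed in these tables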
Target sequence (P68402 whole entry, looked up): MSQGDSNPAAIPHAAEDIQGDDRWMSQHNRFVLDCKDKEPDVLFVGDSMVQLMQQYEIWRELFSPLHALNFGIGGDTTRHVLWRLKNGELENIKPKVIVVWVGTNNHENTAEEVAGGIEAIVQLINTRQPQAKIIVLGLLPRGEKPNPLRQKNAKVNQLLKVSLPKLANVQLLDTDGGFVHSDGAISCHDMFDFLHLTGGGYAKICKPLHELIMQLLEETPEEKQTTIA
PAFAH1B3 inh: inhibitors of human PAFAH1B3 | Q15102 | recombinant PAFAH1B3, FP-rhodamine probe, fluorescence polarization | inhibition, % at 3.39 µM | 340,000 tested, 0.28% active;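 active = inhibition above the screen-wide average of all tested compounds plus 3 SD, cut at about 25% in these data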;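 note: 0% = enzyme with DMSO only and 100% = wells lacking PAFAH1B3 protein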
Target sequence (Q15102 whole entry, looked up): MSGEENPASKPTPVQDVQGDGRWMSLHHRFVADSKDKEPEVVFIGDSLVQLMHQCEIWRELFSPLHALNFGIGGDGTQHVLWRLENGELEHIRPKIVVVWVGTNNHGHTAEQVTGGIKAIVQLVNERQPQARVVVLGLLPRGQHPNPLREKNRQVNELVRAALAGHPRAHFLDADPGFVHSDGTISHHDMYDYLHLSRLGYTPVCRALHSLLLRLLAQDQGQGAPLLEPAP
PAFAH2 inh: inhibitors of human PAFAH2 | inhibition, % at 3.39 µM | 340,000 tested, 0.99% active | recombinant PAFAH2, FP-rhodamine activity probe, fluorescence polarization;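 active = inhibition above the mean over all tested compounds plus 3 SD, cut at about 30% in these data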;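 note: inhibitors block probe labeling of enzyme so polarization drops; 0% = enzyme with DMSO and 100% = wells lacking PAFAH2 protein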
* marks the source's active call; other numbers are inactive results; . = no result given.

SMILES	GSTO1 inh	LYPLA1 counter	PME-1 inh	LYPLA2 counter	pPAFAH FP inh	PAD4 FP inh	PAFAH1B2 inh	PAFAH1B3 inh	PAFAH2 inh
COc1ccc(S(=O)(=O)N2CCCCC2)cc1NC(=O)Cc1cccs1	.	1	6	1	1	-2	-2	-3	-3
CCNC(=S)NNc1nc(N2CCCCC2)nc(N2CCOCC2)n1	-4	1	-2	8	-4	-2	4	5	9
O=C(c1ccccc1)N1CCC(O)(c2cccnc2)CC1	0	0	8	1	4	1	8	6	0
CC(C)NC(=O)CSc1c2c(nc3ccccc13)CCCC2	-3	3	3	6	5	11	0	14	4
COC(=O)C(NC(C)=O)(Nc1ccc(Br)cc1)C(=O)OC	1	-1	4	1	6	5	6	9	1
O=C(Nc1ccc(F)cc1F)C1CCN(S(=O)(=O)c2cccnc2)CC1	-4	0	2	3	-1	0	4	5	-2
CNC(=O)c1ccsc1NC(=O)c1ccc(Cl)s1	-6	-4	-31	-1	-1	0	-1	6	3
O=C(CNC(=O)c1cccc(F)c1)NC1CC1	.	.	.	.	1	4	4	9	2
COC(=O)c1c(C)oc(C)c1S(=O)(=O)N1CCOCC1	-4	0	0	4	-5	3	-3	5	-2
CCOC(=O)C1C(=O)C(C(C)=O)C(=O)CC1CC(C)SCC (configuration not stated)	0	-2	4	-8	-2	3	4	1	4
COc1cc(CNC2CCCC2)cc(Br)c1OCC(=O)Nc1ccccc1C	-11	2	3	3	2	2	4	4	-2
Cn1c(SCC(=O)NC2CC2)nnc1-c1cccc(NC(=O)c2ccccc2F)c1	2	-1	-2	4	1	0	4	8	0
CC1CCC(C(C)C)C(=O)/C1=C\c1ccc(NC(=O)CCC(=O)O)cc1 (configuration not stated)	-1	-1	-2	1	19	-2	1	4	5
Cc1cc(C)n(C(=O)CNC(=O)c2ccc3c(c2)OCCO3)n1	3	0	-2	-4	3	1	0	5	1
COc1ccc(C(=O)NCC(=O)N2CCNC(=O)C2)cc1OC	0	-6	-5	-8	-5	7	-3	2	-1
Cc1ccc(NC(=O)Nc2cccn(Cc3c(F)cccc3Cl)c2=O)cc1	1	-6	6	-1	2	-7	-2	7	4
CCS(=O)(=O)c1ccc(O)c(NC(=O)c2cc(-c3ccccn3)nc3ccccc23)c1	.	.	.	.	10	-1	8	17	11
N/C(=N\NC(=O)c1ccccc1)c1cc2ccccc2oc1=O	-3	0	24	-2	2	0	0	6	-1
CC(C)(C)c1ccc2c(c1)OC(C(=O)N/N=C\c1ccccn1)CO2 (configuration not stated)	5	3	1	3	11	0	2	-4	5
O=C(Nc1cccc([N+](=O)[O-])c1)c1[nH]ncc1Cl	-2	0	-7	3	7	-4	0	5	2
COc1ccc(C(CNC(=O)CNC(=O)c2cccc(C)c2)N2CCOCC2)cc1 (configuration not stated)	.	-4	1	-5	1	1	1	5	-2
CC1(C)C(=O)Nc2ccccc2N1C(=O)COc1ncnc2c(Cl)cc(Cl)cc12	0	2	7	2	-1	-4	0	0	3
CCCNC(=O)COc1cccc(C(=O)NCc2ccccc2)c1	1	-4	-4	5	-2	-5	-2	10	-2
Cc1ccc(Nc2ncc3c(n2)CC(C)(C)CC3=O)cc1	4	-4	2	-7	1	-6	3	8	3
O=C(c1cccc(Br)c1)c1coc2ccc(O)cc12	.	-7	-3	1	8	-4	1	4	1

Additional structures.
SMILES	GSTO1 inh	LYPLA1 counter	PME-1 inh	LYPLA2 counter	pPAFAH FP inh	PAD4 FP inh	PAFAH1B2 inh	PAFAH1B3 inh	PAFAH2 inh
COc1ccc(Nc2nc(-c3cccs3)nc3ccccc23)cc1	-16	-2	18	0	12	-1	12	16	-7
O=C(CCSc1ccc(Cl)cc1)c1ccco1	-4	0	0	1	4	2	28*	-1	3
O=C(c1ccco1)N1N=C(c2ccc3nccnc3c2)CC1c1ccccc1 (configuration not stated)	-1	-2	0	-8	-3	0	8	6	11
CCOC(=O)c1c(-c2ccccc2)csc1NC(=O)CCN1C(=O)c2ccccc2C1=O	-1	-10	0	-12	4	3	4	-3	-7
COc1ccc(S(=O)(=O)n2cnc(C)c2)cc1	5	-1	-4	-8	-6	-5	7	1	6
CC(C)(C)N1CC(OC(N)=O)C1	7	0	-1	-5	2	1	2	2	-2
O=C(CN1C(=O)/C(=C\c2ccccc2Cl)Oc2ccccc21)NCc1cccnc1	1	-6	3	-3	0	-3	2	8	-5
O=C(COc1ncnc2ccccc12)NCCCN1CCCC1=O	5	4	4	8	0	-3	1	5	-4
COc1ccc(-c2noc(CN(C)C(=O)c3ccc4c(c3)OCO4)n2)cc1OC	8	-5	3	-10	-2	-2	-4	0	8
NC(=O)C1(N2CCCCC2)CCN(S(=O)(=O)c2cc(Cl)ccc2Cl)CC1	-4	4	1	4	-3	-6	2	1	3
Cc1cc(Cl)c(S(=O)(=O)N2CCN(c3ccccn3)CC2)cc1OCC(=O)NC1CCCCC1	-4	-1	14	-12	-1	-4	1	-3	-8
CC1CCN(S(=O)(=O)c2ccc3c(c2)N(CC(=O)NCCN2C(C)CCCC2C)C(=O)CS3)CC1 (configuration not stated)	4	1	4	5	1	0	4	-4	0
Cc1ccccc1C(=O)Nc1nc(SCc2ccc(Cl)cc2)n[nH]1	7	0	6	6	0	0	9	8	5
S=C(CN1CCCC1=S)N1CCOCC1	7	1	-1	-3	0	2	0	5	0
Cc1cc(S(=O)(=O)N2CCOCC2)ccc1OCC(=O)N1CCCCC1	3	-1	-6	-2	3	-1	5	6	2
NNC(=O)C=C1CCN(c2ncc(C(F)(F)F)cc2Cl)CC1	3	2	-2	1	2	3	0	11	-9
CN(C)CCNC(=O)c1onc(CSc2ccc(F)c(F)c2)c1C(=O)NCCN(C)C	6	3	2	-6	0	-1	1	8	5
COc1ccccc1NC(=O)CSc1nc(=O)n2cc(C)ccc2n1	8	3	6	1	4	-1	-2	-4	-4
N#CCC(N)=C(C#N)C#N	79*	2	-8	0	22	-13	8	7	14
CCN(C[C@H]1N[C@@](Cc2ccccc2)(C(=O)OC)[C@H]2C(=O)N(Cc3ccccc3)C(=O)[C@@H]12)C(=O)Nc1ccc(C)cc1	.	.	.	.	3	-3	2	2	8
CCOc1ncccc1C(=O)OCC(=O)Nc1ccc(S(=O)(=O)N2CCOCC2)cc1	-1	-8	7	-7	4	7	1	8	3
Cc1cccc(NC(=O)Nc2ccc(F)cc2)n1	-4	1	0	9	4	1	4	6	-11
COc1cc2c(cc1OC)C(CCc1ccccc1)=NCC2	6	3	1	3	-4	-2	8	4	-3
COc1cccc(C2c3[nH]c4ccccc4c3C[C@H]3C(=O)N(c4ccccc4C(=O)N4CCC[C@H]4C(=O)O)C(=O)N23)c1 (some centres not stated)	-7	7	-4	4	1	-3	9	6	0
Cc1ccc(CNC(=O)C2CCN(S(=O)(=O)N3CCCC3)CC2)cc1	0	0	-5	0	4	-4	3	10	-1

Later entries.
SMILES	GSTO1 inh	LYPLA1 counter	PME-1 inh	LYPLA2 counter	pPAFAH FP inh	PAD4 FP inh	PAFAH1B2 inh	PAFAH1B3 inh	PAFAH2 inh
COc1ccc(-c2nnnn2-c2ccccc2OC)cc1	-4	-1	-2	1	8	-2	2	3	5
COCCCN(Cc1ccco1)C(=O)CSc1nc2ncccc2[nH]1	-6	-3	-3	-3	1	0	7	6	-1
CC(=O)Nc1ccc2c(c1)nc(CCN1CCC(C)CC1)n2C	7	-2	2	-2	7	0	0	2	-1
COc1ccc(CCNC(=O)C2CCN(C(=O)c3cccs3)CC2)cc1	13	2	-2	4	0	-2	4	5	-1
CC(C)C(NS(=O)(=O)c1cccs1)C(=O)NCCCN1CCCCCC1 (configuration not stated)	-6	3	12	4	-1	-2	5	13	2
Cc1cc(C)c(NC(=O)/C=C\C(=O)O)c([N+](=O)[O-])c1	-4	-3	-16	0	-10	0	2	11	5
Cn1cnc(C(=O)NCc2ccccc2)c1C(=O)NCc1ccccc1	.	.	.	.	-2	-3	1	-1	-1
COc1ccc(C(=O)Nc2ccc(Nc3ccccc3)cc2)cc1OC	-3	3	1	6	6	12	2	5	2
CCOC(=O)c1sc(Nc2ccccc2Cl)nc1C	4	-2	3	-1	9	2	6	6	0
O=C(CCC(=O)N(CC(=O)NC1CCCC1)c1ccc(F)cc1)Nc1nccs1	-3	2	-2	8	3	-2	-3	11	0
COc1ccc(Nc2cc(C(=O)NCc3cccnc3)c3ccccc3n2)c(OC)c1	4	-4	6	-6	9	-3	.	.	.
c1csc(-c2noc(CN3CCN4CCCC4C3)n2)c1 (configuration not stated)	5	3	0	10	2	-2	4	5	0
COCCn1c(N)c(N(Cc2ccccc2)C(=O)COc2ccc(F)cc2Cl)c(=O)[nH]c1=O	-7	5	6	3	7	1	3	1	-4
O=C(NC(=S)NCc1nc2ccccc2[nH]1)c1ccc(F)cc1	5	3	-6	6	6	5	2	6	0
COc1ccc(S(=O)(=O)Nc2ccc3oc(C)c(C(C)=O)c3c2)cc1	8	-6	-10	4	-2	-1	14	5	-4
Cc1cc(C(=O)NNc2ccc(Cl)cc2)no1	6	-1	2	2	3	4	4	-9	2
O=C(CSc1nnc(-c2ccc3c(c2)OCO3)o1)Nc1c(F)cccc1F	.	.	.	.	-1	-5	2	4	-2

3 entries already listed, ordered by length of the SMILES, high to low:
SMILES	GSTO1 inh	LYPLA1 counter	PME-1 inh	LYPLA2 counter	pPAFAH FP inh	PAD4 FP inh	PAFAH1B2 inh	PAFAH1B3 inh	PAFAH2 inh
COc1ccc(CCNC(=O)C2CCN(C(=O)c3cccs3)CC2)cc1	13	2	-2	4	0	-2	4	5	-1
O=C(NC(=S)NCc1nc2ccccc2[nH]1)c1ccc(F)cc1	5	3	-6	6	6	5	2	6	0
COCCCN(Cc1ccco1)C(=O)CSc1nc2ncccc2[nH]1	-6	-3	-3	-3	1	0	7	6	-1

Structures from the list above containing an aryl thioether with sulfur outside any ring, in the order listed:
SMILES	GSTO1 inh	LYPLA1 counter	PME-1 inh	LYPLA2 counter	pPAFAH FP inh	PAD4 FP inh	PAFAH1B2 inh	PAFAH1B3 inh	PAFAH2 inh
CC(C)NC(=O)CSc1c2c(nc3ccccc13)CCCC2	-3	3	3	6	5	11	0	14	4
Cn1c(SCC(=O)NC2CC2)nnc1-c1cccc(NC(=O)c2ccccc2F)c1	2	-1	-2	4	1	0	4	8	0
O=C(CCSc1ccc(Cl)cc1)c1ccco1	-4	0	0	1	4	2	28*	-1	3
Cc1ccccc1C(=O)Nc1nc(SCc2ccc(Cl)cc2)n[nH]1	7	0	6	6	0	0	9	8	5
CN(C)CCNC(=O)c1onc(CSc2ccc(F)c(F)c2)c1C(=O)NCCN(C)C	6	3	2	-6	0	-1	1	8	5
COc1ccccc1NC(=O)CSc1nc(=O)n2cc(C)ccc2n1	8	3	6	1	4	-1	-2	-4	-4
COCCCN(Cc1ccco1)C(=O)CSc1nc2ncccc2[nH]1	-6	-3	-3	-3	1	0	7	6	-1
O=C(CSc1nnc(-c2ccc3c(c2)OCO3)o1)Nc1c(F)cccc1F	.	.	.	.	-1	-5	2	4	-2

The list is partial; count on the stated rates, not on these rows.
